# GPR35 antagonists = inhibition of zaprinast-stimulated GPR35 beta-arrestin translocation – imaging, U2OS, beta-arrestin-GFP, zaprinast agonist, primary screen (AID 2058) | U2OS GPR35 beta-arrestin-GFP translocation imaging, zaprinast antagonism; higher % means a stronger effect | inhibition, % at 10 µM, or IC50 in µM where a hit was titrated | 0.052% of 290,000 active;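 active = inhibition of at least 50% with at least 30 cells and total cytoplasm GFP at most 10,000,000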
# T cell modulator = T cell immune modulators affecting CD8 T cell-vesicle binding; 0.068% of 330,000 active; calls only at 7 µM; 2C CD8+ T cell-vesicle binding, flow cytometry; stronger effect = lower value;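 active = response, share of CD8 T cells binding vesicles, and their 90th percentile fluorescence all below set limits, cut at about 80% in these data, passing the limit was not always enough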
#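 Test system: purified 2C TCR transgenic mouse naive CD8+ T cells. Probe or stimulus: QL9-peptide-loaded Drosophila micro-vesicles bearing Ld, ICAM-1 and B7-1. Incubation: binding step 1.5 h, 37 °C, antibody labelling 20 min, ice. Measured by: flow cytometry of vesicle-bound cells.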
# Salmonella PhoP GFP = inhibitors of PhoP regulon expression, primary screen, Salmonella Typhimurium, GFP reporter (AID 1863); S. Typhimurium PhoP-regulated promoter GFP reporter, 4 h; higher % means a stronger effect; inhibition, % at 50 µM; hits with a dose series show IC50 in µM; 0.16% of 300,000 active;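 active = inhibition over 29.93%, a cutoff 3 SD above the screen mean, later confirmed by dose response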;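 also: 0% = low Mg2+ inducing control and 100% = high Mg2+ repressing control; strong numbers were not always called active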
# NTR1 ag = NTR1-driven beta-arrestin-GFP spot formation – imaging, U2OS cells, high content, primary screen (AID 493036); agonist mode; P30989; 0.17% of 330,000 active; activation, % at 20 µM;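 active = activation at or above 40% of the spot to cytoplasm intensity ratio, with at least 20 cells analyzed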;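 also: 0% = DMSO without peptide and 100% = 100 nM NTR1 peptide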
# Target sequence (P30989 whole entry, looked up): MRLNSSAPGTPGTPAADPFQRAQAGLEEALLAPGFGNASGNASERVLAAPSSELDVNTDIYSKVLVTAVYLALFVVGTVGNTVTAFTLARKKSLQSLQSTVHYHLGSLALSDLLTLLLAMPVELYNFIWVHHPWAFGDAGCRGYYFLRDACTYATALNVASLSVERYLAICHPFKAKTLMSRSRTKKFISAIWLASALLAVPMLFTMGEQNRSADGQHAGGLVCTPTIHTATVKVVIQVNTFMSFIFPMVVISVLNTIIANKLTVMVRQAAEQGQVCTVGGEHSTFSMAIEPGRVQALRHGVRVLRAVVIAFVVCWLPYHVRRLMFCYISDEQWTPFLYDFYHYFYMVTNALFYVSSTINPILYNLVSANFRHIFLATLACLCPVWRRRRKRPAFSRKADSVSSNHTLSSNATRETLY
# KOR beta-arrestin-1 = kappa opioid receptor activators – cell-based, luminescence, uHTS, primary screen (AID 1777) | KOR beta-arrestin recruitment, luminescence; higher % means a stronger effect | activation, % at 10 µM, or EC50 in µM where a hit was titrated | 0.02% of 280,000 active; in the data active = activation above about 50%, passing the limit was not always enough; also: a part of the inactive calls stands beside numbers as strong as those of hits
# West Nile virus CPE = inhibition of WNV-induced cytopathic effect – cell-based, CPE readout (AID 1621). one-dose CPE inhibition, % at 10 µM; IC50 in µM for titrated hits. 0.02% of 290,000 active. West Nile virus-infected cells, CPE inhibition; higher % means a stronger effect; in the data active = a potency from the dose series; also: strong numbers were not always called active
# KOR beta-arrestin-2 = kappa opioid receptor blockers – cell-based, luminescence, uHTS (AID 1778). KOR beta-arrestin recruitment, luminescence, antagonist mode; higher % means a stronger effect. inhibition, % at 10 µM, or IC50 in µM where a hit was titrated. 0.091% of 290,000 active; in the data active = inhibition above about 50%; also: strong numbers were not always called active
# GPR55 antagonists = GPR55 antagonists blocking LPI-driven arrestin recruitment, primary screen, imaging, U2OS, beta-arrestin-GFP, LPI agonist (AID 2013) | 0.13% of 290,000 active | U2OS GPR55 beta-arrestin-GFP translocation imaging, LPI antagonism; higher % means a stronger effect | inhibition, % at 10 µM, or IC50 in µM where a hit was titrated;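 active = spots per cell inhibited over 60%, with over 100 cells counted and total cytoplasm intensity under 500,000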;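 also: U2OS cells stably carrying GPR55 and arrestin-GFP stimulated by 5 µM LPI near EC80; imaged beta-arrestin-GFP aggregate spots per cell after agonist stimulation; plate controls were LPI-stimulated DMSO wells for no effect and DMSO wells without LPI for full effect; some results filed as inactive read as strong as hits; confirmed hits need IC50 under 10 µM and bright autofluorescent wells are also inconclusive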
# GPR55 beta-arrestin = GPR55 agonists via beta-arrestin recruitment, primary screen, imaging, U2OS cells, beta-arrestin-GFP redistribution (AID 1961); activation, % at 10 µM; hits with a dose series show EC50 in µM; 0.048% of 290,000 active; U2OS GPR55 beta-arrestin-GFP redistribution imaging; higher % means a stronger effect;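 active = activation above 40% with more than 50 cells counted in the well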;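 also: U2OS osteosarcoma cells stably expressing GPR55 and beta-arrestin-GFP; plate controls were DMSO negative control for no effect and LPI positive control for full effect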
# T cell modulator vesicle-bound % = further read-out of T cell modulator, marked with its call; double positive events, %; measured here: CD8+ vesicle-bound cell fraction;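 binding gate set so that unloaded-vesicle control wells show 10% double positive cells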
# NTR1 ag cell count 20 µM = recorded beside NTR1 ag, whose call it bears; cell count; measured here: cell count, cytotoxicity flag
# Starred values were filed as active, the others as inactive; i = inactive; . = no result given; [ ] = remark or other dose.
SMILES,GPR35 antagonists,T cell modulator,T cell modulator vesicle-bound %,Salmonella PhoP GFP,NTR1 ag,NTR1 ag cell count 20 µM,KOR beta-arrestin-1,West Nile virus CPE,KOR beta-arrestin-2,GPR55 antagonists,GPR55 beta-arrestin
Cn1c(SCC(=O)NC2CCCC2)nc2c(c1=O)SCC2,15%,i,16,-1%,0.8,57,0.9%,0.2%,29%,18%,-0.1%
COc1ccc(S(=O)(=O)N(CCc2ccccc2)CC(=O)O)cc1,16%,i,28,-1%,-0.3,86,100%,0.3%,-9%,-4%,-0.1%
Cn1nc(-c2ccccc2)c(-c2nc(-c3ccccc3Cl)no2)c1Cl,-3%,i,39,6%,8.2,58,-0.6%,1.5%,-11%,4%,-0.1%
COc1ccc(C2(CNC(=O)c3ccc(OC)c([N+](=O)[O-])c3)CCOCC2)cc1OC,-3%,i,50,13%,0.9,74,2.7%,-0.3%,-18%,.,0.0%
CCOC(=O)C1(Cc2ccc(Cl)cc2)CCN(C(=O)CCc2ccncc2)CC1,-6%,i,54,1%,-1.2,76,0.6%,-1.5%,11%,-9%,-0.1%
N#Cc1ccccc1NC(=O)C1SC(=Nc2ccccc2)C(C(=O)Nc2ccc(Cl)cc2)=C1N (stereo unspecified),-7%,i,38,8%,17,64,2.8%,-0.2%,-34%[20 µM],2%,0.2%
Cc1ccc(N/C(SCc2ccccc2C)=C(/C#N)C(=O)NCc2ccco2)cc1C,0%,i,47,-10%,9.3,50,-4.4%,-0.8%,12%,11%,1.0%
Cc1ccccc1C(=O)N1CCC(n2nccc2NC(=O)C2CC2)CC1,-1%,i,37,7%,-0.6,60,8.8%,0.2%,-34%,-22%,-0.1%
CCOC(=O)N1CCC(NC(=O)c2cnn3ccccc23)CC1,-17%,i,48,5%,-0.4,48,-5.4%,0.2%,-5%,12%,0.2%
COc1cc(CNCCc2c[nH]c3ccccc23)ccc1OCc1ccc(F)cc1,-5%,i,17,-21%,16,47,3.5%,-0.8%,-11%,22%,-0.2%
CCOC(=O)C1(Cc2ccc(OC)cc2)CCN(C(=O)Cn2cnnn2)CC1,18%,i,52,-6%,-0.7,65,-0.2%,-0.6%,-6%,-4%,-0.3%
O=C(NC1CCCc2ccccc21)c1n[nH]c(=O)c2ccccc12 (stereo unspecified),-17%,i,32,12%,1.6,60,-5.7%,0.9%,-9%,9%,-0.6%
CCCN(C(=O)c1ccco1)c1nnc(-c2cccc(C)c2)s1,17%,i,57,.,6.2,71,.,-0.9%,-11%[20 µM],9%,0.6%
COc1ccccc1/C=N/NC(=O)c1ccc(Br)cc1,-4%,i,38,1%,0.6,56,-3.3%,-0.1%,-15%,-2%,-0.2%
CSc1sccc1/C=C(/C#N)C(=O)c1ccco1,2%,i,13,13%,0.9,95,-2.7%,0.7%,-30%,12%,-0.2%
c1ccc(Oc2nc3ccccc3n3cccc23)cc1,-10%,i,45,6%,4.8,43,6.8%,1.5%,11%,12%,0.0%
CCOC(=O)c1c(C)oc2c1cc(NS(=O)(=O)c1ccc(C(=O)O)cc1)c1ccccc12,0%,i,36,7%,0.4,41,-1.2%,-0.1%,-20%,10%,-0.2%
Cc1ccc(S(=O)(=O)c2c(O)c3ccc(C(=O)O)cc3[nH]c2=O)cc1,-3%,i,58,10%,-0.1,83,-0.3%,0.3%,-6%,4%,-0.2%
CC(C)(C)c1cc(NC(=O)c2cc(F)c(F)c(F)c2F)no1,2%,i,54,-19%,-0.6,37,-2.5%,3.0%,13%,-1%,-0.1%
CC1Sc2ccc(S(=O)(=O)CCC(=O)NCc3cccs3)cc2NC1=O (stereo unspecified),-6%,i,24,-5%,-0.2,60,2.5%,-0.1%,-3%,11%,0.7%
Cc1ccc(C(=O)N2CCCC2)cc1S(=O)(=O)Nc1cccc(C)c1C,-9%,i,48,-6%,1.5,51,-1.9%,-0.9%,-12%,-4%,-0.1%
CC(C)c1cc(=O)n2[nH]c(SCc3ccccc3Cl)nc2n1,-11%,i,30,-8%,-0.7,99,0.3%,0.3%,-36%,-4%,-0.1%
Cn1cc(S(=O)(=O)Nc2ccc(F)c(Cl)c2)c(=O)n(C)c1=O,2%,i,43,.,0.8,47,-0.4%,-0.1%,-10%[20 µM],2%,0.7%
O=C(NCc1ccccn1)c1ccc(OC2CCN(Cc3ccc(Cl)s3)CC2)cc1,-6%,i,23,3%,0.4,54,1.8%,0.6%,-29%,6%,0.0%
COc1cc(NC(=O)c2n[nH]c(=O)c3ccccc23)cc(OC)c1,7%,i,22,-9%,3.0,64,-0.7%,0.4%,-5%,-3%,0.0%
CCOC(=O)c1c(NC(=O)c2cccc(N3C(=O)CCC3=O)c2)sc(C)c1C,-3%,i,24,6%,1.3,79,1.8%,0.5%,-59%,10%,-0.1%
CCOc1ccc(NS(=O)(=O)c2ccc3[nH]cc(C(=O)NCCOC)c(=O)c3c2)cc1,-10%,i,57,-3%,4.9,80,-5.1%,.,33%,-2%,-0.3%
CCOC(=O)c1cnc2c([N+](=O)[O-])cnn2c1C,-3%,i,7,-9%,-0.9,51,5.9%,0.2%,-19%,-23%,1.8%
COC(=O)C(C)N1CCC(=O)c2ccccc2S1(=O)=O (stereo unspecified),-15%,i,22,-5%,0.7,74,0.1%,0.3%,-7%,0%,0.0%
Cc1ccc(-c2nnc(CCC(=O)NCc3csc(C)n3)o2)s1,6%,i,38,-3%,0.3,55,1.1%,-0.2%,21%,-3%,0.5%
Cc1nn(Cc2ccccc2Cl)c(Cl)c1/C=C/C(=O)OCC(=O)NC(N)=O,20%,i,47,2%,-0.2,48,2.3%,0.5%,-24%,15%,-0.1%
CCOC(=O)C1CCN(CC(O)COCc2ccc(Cl)cc2)CC1 (stereo unspecified),2%,i,32,-4%,0.3,77,-1.6%,-0.2%,-18%,6%,0.3%
O=[N+]([O-])c1ccc(O)c(CSc2nnnn2-c2ccccc2)c1,-4%,i,68,-7%,1.6,50,-3.4%,0.6%,-5%,7%,0.5%
Cc1ccc(OCC(=O)O/N=C(\N)Cc2ccc(Cl)cc2)cc1,7%,i,20,-20%,-2.7,10,-2.1%,-0.2%,-2%,24%,-0.2%
COCCN1C(=O)N(c2ccccc2)C(=O)C1CC(=O)Nc1cc(OC)cc(OC)c1 (stereo unspecified),-6%,i,55,-4%,-1.4,64,-2.0%,0.0%,25%[20 µM],14%,-0.1%
CCOC(=O)N1CCc2c(sc(NC(=O)CN3CCN(C)CC3)c2C(=O)Nc2ccccc2)C1,15%,i,65,-3%,-0.3,55,-3.2%,-0.6%,-22%,16%,-0.2%
Cn1c(=O)c2ccccc2n(CC(=O)Nc2ccc3c(c2)OCCO3)c1=O,0%,i,28,1%,-1.4,48,1.3%,0.9%,-24%,-6%,-0.2%
COc1ccc(OC)c(/C=N/c2oc(-c3ccco3)c(-c3ccco3)c2C#N)c1,-21%,i,57,-5%,1.3,70,-12%,-0.6%,-28%,1%,-0.2%
O=C(NNC(=O)C1CCN(S(=O)(=O)c2cccc(Cl)c2)CC1)C1CC1,2%,i,53,1%,1.2,56,3.0%,1.0%,-21%,-2%,0.6%
O=C(CC1Sc2ccccc2NC1=O)c1ccc(Br)cc1 (stereo unspecified),2%,i,20,-7%,7.5,65,-0.7%,-0.5%,3%,14%,-0.3%
CCC1=NN(C(=O)c2ccc(Cl)cc2)C(O)(c2ccccc2)C1 (stereo unspecified),8%,i,62,-4%,1.3,61,1.9%,-0.6%,12%,2%,-0.2%
COc1ccc(/C=N/Nc2ncc(C(F)(F)F)cc2Cl)cc1OC,24%,i,45,5%,3.5,32,-2.9%,0.4%,20%,3%,0.1%
O=c1c2cc(NC(=S)NCCCN3CCC(Cc4ccccc4)CC3)ccc2nc2n1CCCCC2,-11%,i,43,-9%,24,57,6.9%,-0.8%,-34%,19%,-0.4%
CCOc1cccc(-c2nnc(SCC(=O)Nc3cccc(OC)c3)n2N)c1,24%,.,.,-7%,.,.,-6.0%,-0.7%,23%,6%,-0.2%
O=C(Nc1cccc(S(=O)(=O)NC2=NCCCCC2)c1)c1cc(-c2ccncc2)nc2ccccc12,-11%,i,22,-1%,0.2,39,-2.7%,-0.5%,34%,7%,-0.2%
CCSC1=C(C#N)C(c2ccc(OC)c(OC)c2)CC(=O)N1 (stereo unspecified),5%,i,8,-1%,-0.4,60,-3.2%,0.1%,6%,2%,0.3%
COc1ccc(Br)cc1C(=O)Nc1ccc(N2CCN(S(C)(=O)=O)CC2)cc1,1%,i,50,-1%,5.9,91,1.9%,0.3%,27%,15%,0.0%
N#CCc1ccc(C(=O)c2ccccc2F)s1,22%,i,30,-4%,-1.0,44,-2.2%,0.2%,-2%,1%,0.4%

# Compound activity deposited in PubChem BioAssay by several laboratories.
